PrPC TRFRET: cell surface PrPC inhibition, primary TR-FRET screen. TR-FRET read-out. inhibition, % at 13.8 µM. P04156. hit rate 0.43% among 370,000; in the data active means inhibition above about 24%; further: 0% = median of the test wells and 100% = reference compound wells
FadD28 FP inh: M. tuberculosis FadD28 bisubstrate binding inhibition. FadD28 bisubstrate probe binding, fluorescence polarization. AID 588549. hit rate 0.22% among 360,000. inhibition, % at 12.5 µM; in the data active means inhibition above about 8.5%, passing the limit was not always enough; inconclusive means no clear call, values can overlap the other calls
Anthrax LF inh2: anthrax lethal factor protease inhibition | P15917 | multiplex microsphere protease cleavage assay, LF | hit rate 0.12% among 360,000 | AID 588501 | inhibition, % at 10 µM; further: plate controls were buffer without enzyme for full effect and enzyme alone for no effect
CCHFV vOTU inh: blocks the CCHF virus ovarian tumor domain protease | CCHFV vOTU protease, Pep-AMC fluorescence | inhibition, % at 11.5 µM | hit rate 0.55% among 370,000; in the data active means inhibition above about 30%; further: 0% = vehicle wells with enzyme and 100% = no enzyme wells
Y pestis TopoI: inhibitors of Yersinia pestis topoisomerase I; Y. pestis Topo-I cleavage product accumulation, plate reader; activity, % at 10 µM; hit rate 0.064% among 360,000; AID 504884; in the data active means activity above about 50%, passing the limit was not always enough; inconclusive means no clear call, values can overlap the other calls; further: inactives centre near 2
BoNT-F LC inh: blocks Botulinum neurotoxin F light chain protease | Multiplex microsphere protease cleavage assay, flow cytometry | inhibition, % at 10 µM | hit rate 0.22% among 360,000; in the data active means inhibition above about 35%, passing the limit was not always enough; inconclusive means no clear call, values can overlap the other calls; further: plate controls were buffer without enzyme for full effect and enzyme alone for no effect
BoNT A protease: BoNT A light chain protease inhibition | multiplex microsphere protease substrate cleavage, flow cytometry | inhibition, % at 10 µM | hit rate 0.17% among 360,000; further: plate controls were buffer without enzyme for full effect and enzyme alone for no effect
TcdB GH inh: blocks C. difficile toxin B glycohydrolase activity; hit rate 0.24% among 350,000; inhibition, % at 9.99 µM; TcdB glycohydrolase enzymatic assay, plate reader; AID 652162; P18177; in the data active means inhibition above about 10%
Target sequence (P18177 whole entry, looked up): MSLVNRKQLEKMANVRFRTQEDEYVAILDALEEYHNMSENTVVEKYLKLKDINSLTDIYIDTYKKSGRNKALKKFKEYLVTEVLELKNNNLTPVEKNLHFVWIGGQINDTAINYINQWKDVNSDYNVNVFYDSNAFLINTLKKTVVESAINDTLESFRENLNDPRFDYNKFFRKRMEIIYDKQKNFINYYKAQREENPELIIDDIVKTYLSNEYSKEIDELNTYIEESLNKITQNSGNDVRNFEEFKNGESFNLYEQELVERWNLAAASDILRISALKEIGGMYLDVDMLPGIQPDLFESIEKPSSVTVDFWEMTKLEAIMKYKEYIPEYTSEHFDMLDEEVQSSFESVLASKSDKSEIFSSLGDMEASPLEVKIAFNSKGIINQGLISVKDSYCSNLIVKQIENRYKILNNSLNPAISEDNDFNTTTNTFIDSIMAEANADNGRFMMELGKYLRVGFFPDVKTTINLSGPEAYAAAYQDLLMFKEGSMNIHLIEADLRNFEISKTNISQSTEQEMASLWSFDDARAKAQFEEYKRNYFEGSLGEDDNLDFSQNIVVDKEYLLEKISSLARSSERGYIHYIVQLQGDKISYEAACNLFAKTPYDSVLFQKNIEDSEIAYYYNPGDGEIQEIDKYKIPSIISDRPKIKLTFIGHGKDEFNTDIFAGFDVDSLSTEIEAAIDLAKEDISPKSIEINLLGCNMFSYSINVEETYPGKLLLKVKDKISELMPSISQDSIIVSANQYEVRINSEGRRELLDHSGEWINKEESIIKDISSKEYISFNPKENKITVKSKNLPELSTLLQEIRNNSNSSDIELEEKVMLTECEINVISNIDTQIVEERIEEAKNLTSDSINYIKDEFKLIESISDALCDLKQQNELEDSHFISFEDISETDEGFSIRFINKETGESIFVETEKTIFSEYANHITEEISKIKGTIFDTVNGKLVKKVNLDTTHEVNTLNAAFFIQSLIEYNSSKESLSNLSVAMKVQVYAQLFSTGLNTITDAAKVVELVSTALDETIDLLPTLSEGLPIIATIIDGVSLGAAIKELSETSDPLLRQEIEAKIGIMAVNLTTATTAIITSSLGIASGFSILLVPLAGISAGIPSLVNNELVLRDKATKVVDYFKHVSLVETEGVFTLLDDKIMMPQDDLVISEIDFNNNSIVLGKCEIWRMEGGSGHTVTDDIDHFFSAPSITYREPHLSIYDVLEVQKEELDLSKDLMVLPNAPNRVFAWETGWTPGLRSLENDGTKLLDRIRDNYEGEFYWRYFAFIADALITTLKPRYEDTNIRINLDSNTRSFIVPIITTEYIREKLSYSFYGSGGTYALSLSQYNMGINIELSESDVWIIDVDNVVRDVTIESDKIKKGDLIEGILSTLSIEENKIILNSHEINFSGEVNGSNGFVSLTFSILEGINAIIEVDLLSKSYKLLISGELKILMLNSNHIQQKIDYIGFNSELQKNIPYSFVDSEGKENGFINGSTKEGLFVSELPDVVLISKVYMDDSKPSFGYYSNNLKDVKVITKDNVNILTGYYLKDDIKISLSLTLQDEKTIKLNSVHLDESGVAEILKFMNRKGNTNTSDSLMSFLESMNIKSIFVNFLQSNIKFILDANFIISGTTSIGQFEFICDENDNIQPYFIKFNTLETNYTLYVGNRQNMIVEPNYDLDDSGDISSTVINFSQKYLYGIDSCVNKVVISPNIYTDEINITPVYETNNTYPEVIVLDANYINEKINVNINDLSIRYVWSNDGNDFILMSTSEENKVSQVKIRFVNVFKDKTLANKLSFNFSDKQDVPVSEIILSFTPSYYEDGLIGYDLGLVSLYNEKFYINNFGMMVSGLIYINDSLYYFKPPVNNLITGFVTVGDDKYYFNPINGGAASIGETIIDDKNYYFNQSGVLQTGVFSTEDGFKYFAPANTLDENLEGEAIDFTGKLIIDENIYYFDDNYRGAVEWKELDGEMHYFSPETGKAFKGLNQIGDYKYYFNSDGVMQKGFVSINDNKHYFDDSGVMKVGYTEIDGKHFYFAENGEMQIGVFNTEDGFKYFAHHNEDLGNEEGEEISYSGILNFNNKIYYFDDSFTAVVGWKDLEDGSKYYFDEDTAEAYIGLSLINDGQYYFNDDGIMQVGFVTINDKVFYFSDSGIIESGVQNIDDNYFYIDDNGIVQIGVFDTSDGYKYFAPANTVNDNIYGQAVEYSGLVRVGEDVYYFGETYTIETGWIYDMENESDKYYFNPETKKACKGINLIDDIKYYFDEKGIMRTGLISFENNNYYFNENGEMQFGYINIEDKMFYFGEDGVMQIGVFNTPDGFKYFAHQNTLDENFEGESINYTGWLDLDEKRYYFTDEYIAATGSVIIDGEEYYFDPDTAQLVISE
PfHsp40 rescue: rescue of PfHsp40-mediated yeast toxicity. S. cerevisiae expressing PfHsp40, growth rescue, ATP luminescence. growth rescue, % at 12.5 µM. hit rate 0.68% among 340,000. AID 504582; in the data active means growth rescue above about 28%, passing the limit was not always enough; inconclusive means no clear call, values can overlap the other calls;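 further: yeast W303a lacking pdr1 and pdr3 grown in galactose medium; growth measured after three days at 30 °C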
Active calls of the source: *; ? = inconclusive; / = no result given; & = joins results of further samples. Unless noted, no stated cut-off is given here; in the data, active means inhibition above about 30%; inconclusive means no clear call, values can overlap the other calls; inactive means below that.

SMILES	PrPC TRFRET	FadD28 FP inh	Anthrax LF inh2	CCHFV vOTU inh	Y pestis TopoI	BoNT-F LC inh	BoNT A protease	TcdB GH inh	PfHsp40 rescue
COc1ccc(CNC(=O)C2CCN(S(=O)(=O)c3ccc4nc5c(c(C(=O)O)c4c3)CC(C)CC5)CC2)cc1 (stereo not given)	-1	-2.2	9	2	1	1	4.3	-12	0.7
Cc1ccc(NC(=O)CCN2CC(C)OC(C)C2)cc1 (stereo not given)	-4	-0.4	7	-1	-4	12	1.1	0.9	-1.3
O=C(Cc1ccc(-n2cccc2)cc1)NCc1cccs1	6	-3.8	0	-13	3	3	-0.3	/	-0.9
O=C(Nc1ccc(OC(=O)c2cccnc2)cc1)c1cccnc1	-4	-1.4	-7	-16	-11	2	0.3	/	0.6
C/C(=N\N1CCN(C2c3ccccc3-c3ccccc32)CC1)c1ccco1	-6	-3.8	0	-9	25	-11	-0.6	-1.1	-0.9
COc1ccc(/C=N\NC(=O)CNC(=O)C(c2ccccc2)c2ccccc2)cc1[N+](=O)[O-]	-10	-0.7	-1	1	5	2	-0.1	-0.8	1.4
CCCn1c(C)cc(/C=C(\C#N)C(=O)OCC(=O)NC(=O)NCC)c1C	-5	-1.5	0	18	9	7	0.2	/	1.2
CCCCNC(=O)CCC(=O)Nc1ncc(-c2ccc(C)cc2)n1C	2	-4.2	0	2	-2	-1	?	-0.6	-0.5
CN1CCN(C(=O)C2CCC(=O)N(Cc3cccc(C(F)(F)F)c3)C2)CC1 (stereo not given)	-9	-2.6	-4	10	-3	-9	-0.5	0.3	-0.4
CCOC(=O)C1C(=O)NC(SC)=C(C#N)C1c1ccccc1F (stereo not given)	-1	-1.9	-2	3	5	1	0.3	/	-0.2
Clc1ccc(N2CCCCCC2)nn1	-3	-1.0	3	2	3	-7	-0.3	/	-0.5
Cc1ccc(NC(N)=S)cc1C	9	-2.5	1	-9	-1	10	-1.0	0.9	-0.9
COc1ccc(Nc2ccc(S(=O)(=O)N3CCCCC3)cc2[N+](=O)[O-])cc1	3	-1.2	-7	5	-9	-11	-0.9	/	2.2
C[C@@H]1CN([C@H](C)CO)S(=O)(=O)c2ccc(Br)cc2O[C@@H]1CN(C)C(=O)CN1CCOCC1	-1	-0.4	-2	-3	0	-11	-0.7	0.6&-1.6	/
CC1C(=O)N(Cc2cn(CCC3OCCCO3)nn2)CCS(=O)(=O)N1Cc1ccc(-c2ccc(Cl)cc2)cc1 (stereo not given)	-5	-4.5	-3	8	13	-9	0.2	2.4	/
N#Cc1cc([N+](=O)[O-])ccc1NCCCn1ccnc1	-23	-1.9	-7	26	3	-56	-26	1.9	-0.2
O=c1ccn([C@@H]2O[C@H](CNS(=O)(=O)c3cc4ccccc4s3)[C@@H](O)[C@H]2O)c(=O)[nH]1	5	-2.7	0	-7	-1	-2	-0.3	1.2	-1.5
O=C(Cn1nc(C(=O)O)c2ccccc2c1=O)Nc1cccc(S(=O)(=O)N2CCCCC2)c1	-1	-0.1	0	-2	24	-5	-0.5	0.4	1.1
CCOc1ccc(N(CC(=O)Nc2cccc(Cl)c2)S(=O)(=O)c2c(C)noc2C)cc1	1	-1.2	-4	7	0	-10	-0.3	0.3	2.9
CN(CC(=O)Nc1ccc(F)c(F)c1F)C(=O)C1(c2ccccc2)CC1	-1	-2.4	3	-3	-5	0	0.0	1.5	/
COc1ccc(-c2cc(C3CC3)nc(SCC(=O)c3cccs3)c2C#N)cc1	-6	0.3	0	1	-10	-7	-0.4	/	-0.8
Cc1nn(C)c(C)c1CNC(=O)c1cnn2c1NC(c1ccccc1)CC2C(F)(F)F (stereo not given)	2	-5.8	-3	-6	12	-8	0.2	0.1	1.0
COc1ccc(-c2csc(N(CCCN(C)C)C(=O)c3ccc(C(C)(C)C)cc3)n2)cc1	-15	-1.6	-4	3	1	2	-0.5	0.4	-2.6
Cc1cc(Nc2cccc([N+](=O)[O-])c2)n2c(nc3ccccc32)c1C#N	-2	0.8	-1	16	-5	-8	0.1	0.7	-0.6
Nc1nc(-c2ccco2)nn1C(=O)c1ccccc1	1	-2.2	-1	6	-2	2	-0.8	/	-1.3
COc1ccc(S(=O)(=O)Nc2ccc(C)c(S(=O)(=O)N3CCOCC3)c2)cc1[N+](=O)[O-]	1	0.7	4	-2	5	7	2.6	1.8	1.0
Cc1ccc(NC(=O)CSc2ccc(-c3ccco3)nn2)c(C)c1	0	-2.4	-6	-12	3	-1	-0.8	-0.9	-0.8
O=C(COC(=O)/C=C/c1cccc(F)c1)Nc1cccc(S(=O)(=O)NC2=NCCCCC2)c1	-10	-0.6	/	4	17	/	/	0.0	-0.1
O=C(NCc1cccnc1)c1cn(-c2ccccc2)nc1-c1cccs1	-4	-3.3	-3	-5	12	-13	-1.6	0.8	-1.0
C=CCNC(=O)c1cccc(C(F)(F)F)c1	-1	-1.3	-3	-9	-5	1	0.5	/	0.2
COc1ccccc1Nc1ncccc1C(=O)NCc1ccccc1	4	-3.7	-3	10	6	-3	-0.6	/	0.7
Cc1ccccc1CNC(=O)C1CCC(=O)N(C2CCCCCC2)C1 (stereo not given)	8	-3.7	-2	-5	3	1	0.5	-2.3	0.5
NS(=O)(=O)c1ccc(CCNC(=O)COC(=O)C2CCN(c3ccc(C(F)(F)F)cn3)CC2)cc1	4	-3.1	-3	-9	10	-1	3.9	1.2	0.1
CC1(C(=O)OCc2cc(=O)n3cc(Br)ccc3n2)CC1(Cl)Cl (stereo not given)	-2	0.3	-2	0	11	-3	0.3	1.1	1.1
COc1ccc(CN2CCNC(=O)C2CC(=O)N(C)CCC2CCOCC2)cc1OC (stereo not given)	-6	-3.4	-1	17	-8	6	0.7	0.3	-0.6
Cc1cc2c(cc1C)[n+](C)cn2CC(O)COCc1ccccc1 (stereo not given)	1	1.1	-3	-1	1	4	2.8	/	-0.5
CCc1nc2ccccc2c(C(=O)Nc2cccc(C)c2)c1C	-2	-1.6	-13	-10	10	?	-10	0.7	0.3
O=C(O)C1=C[C@@H](c2coc3ccccc3c2=O)C[C@@H](OCCCCO)O1	5	-2.3	-1	5	12	-2	0.1	0.2	-1.0
C[C@H](NC(=O)c1ccccc1Cl)C(=O)OCCOc1cccc(Cl)c1	-4	-1.7	-2	-1	10	-2	0.8	1.2	4.2
Cc1nc(Nc2ccccc2O)c2oc3ccccc3c2n1	14	0.1	8	-10	-10	-4	0.7	-0.7	0.8
COc1ccc(-n2c(SCC(=O)Nc3cccc(S(N)(=O)=O)c3)nc3ccccc3c2=O)cc1OC	4	-0.3	-2	-5	-12	-4	-0.3	1.6	-0.3
COc1ccc(CCNC(=O)c2ccc(NC(=O)CC3SC(N4CCCC4)=NC3=O)cc2)cc1 (stereo not given)	3	-4.5	1	9	22	6	-2.6	0.3	-0.3
CCCCCC(=O)Nc1cccc(C2=NOC3(C2)C[C@@H](C(N)=O)N(C(=O)c2cc([N+](=O)[O-])cc([N+](=O)[O-])c2C)C3)c1 (stereo not given in full)	-23	-1.3	-5	2	-7	-7	-0.5	1.0	-0.3
COc1ccc(S(=O)(=O)NCCC(=O)OCc2cc(=O)oc3cc(C)ccc23)cc1[N+](=O)[O-]	6	-3.7	/	-5	20	/	/	1.6	-0.4
CCOC(=O)c1c(C)n(-c2ccc(C)cc2)c2ccc(OCC(O)CN3CCN(C)CC3)cc12 (stereo not given)	-10	-2.8	-4	12	22	3	0.1	4.4	-3.8
COc1ccc(C(=O)Nc2cccc(-c3ccc(N4CCOCC4)nn3)c2)cc1OC	-18	-1.9	2	12	21	14	2.8	1.9	-1.0
Cc1ccc(-c2nc(-c3ccccn3)no2)cc1	-7	-2.9	-1	5	9	-8	-0.4	/	-7.1
COc1ccccc1NS(=O)(=O)c1cccc(C(=O)N/N=C(/C)c2ccc(-n3ccnc3)cc2)c1	3	-3.2	23	3	17	-10	-1.6	-1.1	-1.2
O=C(O)COCCN1CCN([C@H](c2ccccc2)c2ccc(Cl)cc2)CC1	3	-0.2	-48	-6	11	-31	-1.9	-0.7	-0.4
O=C(COC(=O)c1cnccn1)c1ccccc1	-10	-3.3	1	8	1	-2	0.5	/	-0.2
COCCN1CCn2c(nc3cc(Nc4nnc(C)c5ccccc45)ccc32)C1	4	-3.0	-22	-4	4	-40	1.6	-1.0	-0.4
CC(OC(=O)c1ccc(NC(=O)CC#N)cc1)C(=O)NC(c1ccccc1)c1ccccc1 (stereo not given)	-1	-2.4	1	9	4	-1	-0.5	-0.5	0.4
CN(C)C(/C=C/Nc1ccc([N+](=O)[O-])cc1)=C(C#N)C#N	-49	-2.6	6	-1	-1	2	0.2	0.5	0.5
CCOc1cc(/C=N/Nc2nc(=O)[nH]nc2C)ccc1O	-3	-0.5	0	4	6	7	-2.2	-17	-1.2
CCC(=O)c1ccc(OCC(=O)OCC(=O)Nc2c(C)n(C)n(-c3ccccc3)c2=O)cc1	1	-3.4	6	-4	5	0	-2.4	1.2	-0.1
Cc1c(Cl)cccc1-c1ccc(C(=O)N2CCN(c3ccc([N+](=O)[O-])cc3)CC2)o1	-10	-1.9	/	13	4	/	/	/	-1.2
CCOC(=O)C1CCCCN1Cc1cc(Cl)ccc1O (stereo not given)	-5	-3.5	-2	-4	9	-6	-0.2	/	0.3
O=C(Nc1ccc2c(c1)C(=O)N(C1CCCCC1)C2=O)C1CCCO1 (stereo not given)	-10	-0.3	-7	-26	-9	4	-0.2	/	-0.7
COc1ccc(Cl)cc1NC(=O)CNc1ccccc1CN(C)C1CCCCC1	-1	-2.2	0	-11	23	-3	0.1	1.6	?
COCCn1c(SCC(=O)Nc2cccc(C(=O)OC)c2)nc2ccccc2c1=O	-6	-1.3	-2	-3	1	-1	1.3	/	0.9
Going on with the list:
SMILES	PrPC TRFRET	FadD28 FP inh	Anthrax LF inh2	CCHFV vOTU inh	Y pestis TopoI	BoNT-F LC inh	BoNT A protease	TcdB GH inh	PfHsp40 rescue
CC(=O)c1ccc(Nc2c(C)n(C)n(-c3ccccc3)c2=O)cc1	5	-0.3	-3	16	8	-2	0.7	2.4	-1.0
Cc1ccc(C(=O)OCC(=O)NC(C)c2ccccc2)s1 (stereo not given)	-3	-1.0	3	6	1	-4	-0.3	1.2	-2.0
CN(C)C(CNS(=O)(=O)c1ccc2ccccc2c1)c1ccccc1 (stereo not given)	-4	-1.2	-17	1	0	-4	-1.1	1.4	1.0
Cc1ccc(NS(=O)(=O)c2ccc(C)c(NC(=O)c3ccc(S(=O)(=O)N4CCCCCC4)cc3)c2)c(C)c1	11	-2.8	-8	4	26	-1	0.1	-1.1	/
Cc1cc(Br)cc(C)c1NC(=S)NC(=O)CC(C)C	7	-4.5	-5	-9	0	-4	-0.4	/	2.5
COCc1nnc(NC(=O)C2CC(=O)N(C3CCCC3)C2)s1 (stereo not given)	2	1.1	-3	10	-2	4	0.5	0.8	-1.2
COc1ccc(C(=O)NCCS(=O)(=O)NCc2cccnc2)cc1	-9	-0.6	-1	6	-3	-11	-2.7	0.2	0.6
CC1(C)Cc2c(sc3ncnc(NN)c23)CO1	-4	1.5	-31	-2	7	?	-9.9	-1.5	-0.9
COc1ccccc1CNC(=O)COC(=O)c1c[nH]c2ccccc12	4	1.7	-4	0	0	3	-0.9	1.9	0.4

4 records picked at random from the list so far, as already listed:
SMILES	PrPC TRFRET	FadD28 FP inh	Anthrax LF inh2	CCHFV vOTU inh	Y pestis TopoI	BoNT-F LC inh	BoNT A protease	TcdB GH inh	PfHsp40 rescue
Nc1nc(-c2ccco2)nn1C(=O)c1ccccc1	1	-2.2	-1	6	-2	2	-0.8	/	-1.3
Cc1ccc(NS(=O)(=O)c2ccc(C)c(NC(=O)c3ccc(S(=O)(=O)N4CCCCCC4)cc3)c2)c(C)c1	11	-2.8	-8	4	26	-1	0.1	-1.1	/
COc1ccccc1Nc1ncccc1C(=O)NCc1ccccc1	4	-3.7	-3	10	6	-3	-0.6	/	0.7
O=C(Cc1ccc(-n2cccc2)cc1)NCc1cccs1	6	-3.8	0	-13	3	3	-0.3	/	-0.9

Screening data deposited in PubChem by several laboratories.
